Screens from PubChem.
M. tuberculosis GlmU: inhibition of mycobacterial GlmU enzyme – biochemical, glucosamine-1-phosphate acetyltransferase (AID 1376); M. tuberculosis GlmU acetyltransferase enzyme assay; higher % means a stronger effect; one-dose inhibition, %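 (tested at 30 µM in the primary screen)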; IC50 in µM for titrated hits; 220,000 compounds, 0.25% hits; in the data active means inhibition above about 13%; inconclusive means no clear call, values can overlap the other calls;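 further: 0% = complete reaction with vehicle and 100% = reaction without substrate; strong numbers were not always called active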
RmlCD inh 1536: blocks M. tuberculosis RmlC and RmlD coupled enzymes. P9WH09+P9WH11. RmlC+RmlD coupled enzyme assay, percent inhibition; primary screen in compound mixtures. inhibition, % at 3.6 µM. 160,000 compounds, 0.03% hits. AID 1533; in the data active means inhibition mostly above about 34%, no sharp cut-off; inconclusive means no clear call, values can overlap the other calls; inactive means mostly below about 22%; further: some results filed as inactive read as strong as hits
Target sequence (P9WH09 whole entry, looked up): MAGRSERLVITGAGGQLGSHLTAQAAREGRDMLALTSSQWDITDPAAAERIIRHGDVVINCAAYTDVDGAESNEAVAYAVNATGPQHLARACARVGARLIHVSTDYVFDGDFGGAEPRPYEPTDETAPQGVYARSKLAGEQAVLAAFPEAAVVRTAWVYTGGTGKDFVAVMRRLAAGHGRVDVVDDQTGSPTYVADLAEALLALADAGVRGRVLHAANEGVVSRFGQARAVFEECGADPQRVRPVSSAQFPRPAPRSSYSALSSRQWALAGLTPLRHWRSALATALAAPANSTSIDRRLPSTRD
Target sequence (P9WH11 whole entry, looked up): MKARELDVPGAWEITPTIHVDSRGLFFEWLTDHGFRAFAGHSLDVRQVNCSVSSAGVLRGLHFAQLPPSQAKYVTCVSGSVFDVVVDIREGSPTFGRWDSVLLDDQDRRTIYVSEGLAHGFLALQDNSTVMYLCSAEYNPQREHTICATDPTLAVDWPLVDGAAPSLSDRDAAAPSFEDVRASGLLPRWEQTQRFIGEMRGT
Active calls of the source: *; ? = inconclusive; nt = not tested or not shown. This is a subset, so the mix of outcomes need not match the whole.

SMILES	M. tuberculosis GlmU	RmlCD inh 1536
OC(COCc1cccs1)CN1CCCCCC1 (stereo not given)	-6.3%	-7.0
c1ccc2c(c1)NCCS2	-7.5%	8.5
O=C1CS/C(=N/N=C2C3CC4CC(C3)CC2C4)N1	5.7%	4.1
CCOC(=O)C1(Cc2ccccc2)CCN(Cc2cn[nH]c2-c2ccccc2)CC1	-8.1%	-5.1
O=C(N/N=C/c1cn(-c2cccs2)nc1-c1ccccc1)c1ccccc1Cl	4.0%	-5.8
CC(C)CCNC(=O)C(c1cccs1)N(CC1CCCO1)C(=O)Cn1nnc2ccccc21 (stereo not given)	-3.2%	1.8
O=C(Nc1ccc2c(c1)OCO2)C1CC(=O)N(CCc2ccccc2)C1 (stereo not given)	2.4%	-4.0
COc1cc(C(=S)N2CCN(c3cccc(Cl)c3)CC2)ccc1O	7.9%	nt
CC1(C)CC(=O)C2=C(C1)OC(N)=C(C#N)C2c1cc2c(cc1[N+](=O)[O-])OCO2 (stereo not given)	4.7%	-3.4
COc1ccc(C2=CC(c3ccc(OC)c(OC)c3)n3nnnc3N2)c(OC)c1 (stereo not given)	-0.6%	0.6
CC(C)CCNc1nc(N2CCCC2)c2c(c1C#N)CCN(C)C2	-6.0%	3.1
COc1cccc(/C=N/NC(=O)CCNc2n[nH]c(=O)[nH]c2=O)c1OC	-5.5%	5.2
O=C(NCc1ccccn1)C(=O)Nc1nc(C23CC4CC(CC(C4)C2)C3)cs1	-0.2%	nt
COc1ccc(S(=O)(=O)N2CCNCC2)cc1OC	-6.5%	-11.2
C=C(C)Cn1c(Sc2nnc(C)s2)nc2c1c(=O)[nH]c(=O)n2C	0.4%	6.3
CC1(C)CC(=O)C2=C(C1)OC(N)=C(C#N)C2c1ccsc1 (stereo not given)	3.9%	nt
O=C(NC1CCCCCC1)C1CCN(S(=O)(=O)N2CCC3(CC2)OCCO3)CC1	-0.3%	103.0
NS(=O)(=O)c1ccc(NC(=O)COC(=O)c2cc3ccccc3oc2=O)cc1	-4.0%	nt
COc1cccc(/C=N/NC(=O)C(=O)NCc2cccnc2)c1O	4.0%	-14.8
CC(=O)c1ccc(N2CCCC2)c(F)c1	3.8%	nt
O=C(Nc1ccc(NC(=S)NC(=O)c2ccccc2F)cc1)c1cccs1	-2.2%	nt
CCOC(=O)c1c(C)[nH]c(C(=O)NCc2ccccc2OC)c1C	1.9%	nt
COc1cc(OC)cc(C(=O)OC/C(O)=C(\C#N)c2nc3ccccc3[nH]2)c1	2.5%	-11.3
Cc1cc(C)c2c(=O)n(CC(=O)Nc3cccc(F)c3)sc2n1	9.3%	nt
CC(Sc1nncn1C)C(=O)NCc1ccc2c(c1)OCO2 (stereo not given)	1.6%	23.2
O=C(Cn1c(COc2ccccc2)nc2ccccc21)Nc1cc(Cl)ccc1Cl	3.4%	-6.0
CN(Cc1ccccc1)C(NC(=O)c1ccccc1)C(Cl)(Cl)Cl (stereo not given)	-2.2%	nt
COc1ccc(OC)c(-n2c(=S)[nH]c3cc(C(=O)N4CCC(C(N)=O)CC4)ccc3c2=O)c1	2.6%	nt
Cc1nnc(NC(=O)c2cccc(S(=O)(=O)N3CC(c4ccccc4)CC3=O)c2)s1 (stereo not given)	3.6%	-2.3
O=C1NCCCc2c1no[n+]2[O-]	2.3%	15.2
COC(=O)CSc1cnc2ccccc2n1	2.1%	9.4
Cc1nn(-c2ccccc2)cc1/C=N/NC(N)=S	nt	-5.8
C=CCc1cc(C=O)cc(OCC)c1O	-2.9%	2.1
CCOP(=O)(OCC)C(O)c1ccc(OC)c(OC)c1 (stereo not given)	1.1%	-7.2
CC(OC(=O)c1ccccc1Oc1ccccc1)C(=O)NC1CC1 (stereo not given)	-4.6%	-17.1
O=C(O)CCN1CC2([N+](=O)[O-])C=CC(=O)C([N+](=O)[O-])(C1)C2CC(=O)c1ccccc1 (stereo not given)	3.3%	-13.7
Cc1ccc(-c2cn3c(n2)CCCC3)cc1	0.2%	-2.0
Brc1ccc2nc3c(n2c1)CCCC3	6.8%	4.5
O=C(NCCOC(=O)c1ccncc1)c1ccccc1	0.7%	nt
CCc1nc(SCC(=O)N2CCOCC2)c2c(=O)n(C)c(=O)n(C)c2n1	-2.7%	nt
COC(=O)c1sc(-c2ccc(C(C)(C)C)cc2)cc1NC(=O)/C=C/C(=O)O	-3.8%	2.2
COc1ccc(CCNC(=O)CS(=O)(=O)c2cn(CC(=O)N3CCOCC3)c3ccccc23)cc1OC	-3.8%	2.8
CC1=CCC2C(=O)N(c3ccc(C(=O)N4CCCCCC4)cc3)C(=O)C2C1 (stereo not given)	-3.6%	-6.3
O[C@@H](CNC[C@H](O)c1ccccc1)c1ccccc1	6.2%	-8.4
CC(=O)[C@H]1[C@@H]2C(=O)N(c3cccc(Cl)c3)C(=O)[C@@H]2[C@H]2c3ccccc3C=CN21	9.2%	-5.7
CC(C(=O)O)C1SC(=O)NC1=O (stereo not given)	1.1%	-1.6
O=C(C(=O)N1CCOCC1)c1cn(Cc2ccccc2Cl)c2ccccc12	1.4%	-8.6
CS/C(=C\[N+](=O)[O-])Nc1ccc(OC(F)(F)F)cc1	0.8%	4.8
COCCOC(=O)C1=C(C)Nc2nc(C)nn2C1c1ccccc1 (stereo not given)	4.1%	nt
C=CC1C(N2CCOCC2)C(C)(C)S1(=O)=O (stereo not given)	-7.7%	nt
CSc1nccc(Nc2ccccc2)c1C#N	-12.5%	87.8
CCOC(=O)CNC=C(C(=O)OCC)C(=O)OCC	2.0%	6.5
COc1cc(/C=C(\C#N)c2nc3ccccc3s2)cc([N+](=O)[O-])c1O	6.3%	-5.8
CC1CCc2nc(N)c(C#N)c(-c3ccncc3)c2C1 (stereo not given)	0.7%	2.7
O=C(Nc1ccc(Cl)c(Cl)c1)Nc1ccc([N+](=O)[O-])cn1	5.2%	-14.7
COc1ccccc1-n1c(-c2cc(-c3ccco3)[nH]n2)n[nH]c1=S	3.4%	43.3
CCC(C)S(=O)(=O)c1snnc1C (stereo not given)	1.0%	45.2
COc1ccccc1NS(=O)(=O)c1cc(NC(=O)c2ccncc2)ccc1N1CCOCC1	-3.9%	-9.5
CCOC(=O)c1c(N)sc2c1CCCC2=O	-3.2%	9.9
O=C1C2C3C=CC(C4CC34)C2C(=O)N1c1nccs1 (stereo not given)	-4.2%	-13.1

In the list so far, these contain fluorine:
SMILES	M. tuberculosis GlmU	RmlCD inh 1536
CC(=O)c1ccc(N2CCCC2)c(F)c1	3.8%	nt
O=C(Nc1ccc(NC(=S)NC(=O)c2ccccc2F)cc1)c1cccs1	-2.2%	nt
Cc1cc(C)c2c(=O)n(CC(=O)Nc3cccc(F)c3)sc2n1	9.3%	nt
CS/C(=C\[N+](=O)[O-])Nc1ccc(OC(F)(F)F)cc1	0.8%	4.8

Following part:
SMILES	M. tuberculosis GlmU	RmlCD inh 1536
Cn1cc2cccc([N+](=O)[O-])c2n1	-3.7%	4.9
CCCNC(=O)c1noc2c1CCc1cc(OC)ccc1-2	-4.0%	7.6
CC1Cc2ccccc2N1c1nc(C2CC2)nc2c1nnn2Cc1ccccc1 (stereo not given)	4.8%	nt
COC(=O)c1ccccc1NC(=O)c1sc(N)nc1C	-2.4%	15.3
CCN(CC)CCN1C(=O)C(=O)/C(=C(/O)c2ccncc2)C1c1ccccc1F (stereo not given)	1.5%	-4.3
CCOC(=O)c1ccc2c(c1)n(CC)c(/C=C/N(C)c1ccccc1)[n+]2CC	7.6%	2.0
O=C(NCCN1CCCCCC1)c1ccc(N2CCCC2=O)cc1	-5.0%	11.2
CCc1ccc(NC(=O)c2noc3c2CCCCC3)cc1	nt	15.5
Cc1cccc(/C(N)=N/OC(=O)C23CC4CC(CC(C4)C2)C3)c1	1.4%	-4.0
O=C(CSc1nc2ccccc2c(=O)n1NC(=O)c1ccccc1)c1ccc(Cl)cc1	-2.3%	-6.2
O=C(O)c1ccccc1-c1ccc(/C=C/c2cc(C(F)(F)F)[nH]c(=O)n2)o1	28.3%	-17.3
O=C(NNC(=S)NCCc1ccccc1)c1ccc(Br)s1	4.7%	6.3
COc1ccccc1N1CCN(C(=O)CCCCCn2c(=O)[nH]c3ccsc3c2=O)CC1	4.6%	-3.8
CCN(CC)S(=O)(=O)c1cc(NC(=O)[C@@H](NC(N)=O)C(C)C)ccc1C	2.3%	9.4
CN(C)/C=C(\C#N)C(=O)N/N=C/c1ccc(F)cc1	nt	11.4
O=C(Nc1cccc(Cl)c1N1CCCCC1)c1ccc(N2CCOCC2)c([N+](=O)[O-])c1	-4.8%	5.7
Nc1ccc(C23CC4CC(CC(C4)C2)C3)cc1	0.1%	-0.6
CC(=O)N/N=C(\C)CC(=O)NC(C)(C)C	6.0%	-12.7
Cc1cc(C)c(C(N)=O)c(SCC(=O)c2ccc(Cl)cc2)n1	-2.4%	nt
O=C(CCCC(=O)NCCc1ccccc1)NCCc1ccccc1	1.9%	nt
Oc1[nH]c2ccccc2c1N=Nc1nncc2ccccc12	2.5%	2.8
CN1CCN(C(=O)/C=C/c2ccc(Cl)cc2)CC1	0.6%	6.7
CN(C(=O)c1ccccc1)c1nc2ccccc2s1	-2.1%	nt
COc1cc(NS(=O)(=O)c2ccc(N/C=C(\C#N)c3nc4ccccc4o3)cc2)nc(OC)n1	1.7%	nt
CCOc1ccc(C(=O)Nc2ccc(NC(=S)NC(=O)CC)cc2)cc1Cl	-0.7%	-5.7
O=C(Nc1ccccc1)N1CCN(Cc2ccccc2)CC1	5.8%	nt
Cc1ccc(C2NS(=O)(=O)N=C2N)cc1 (stereo not given)	nt	27.3
COc1ccc(/C=C/C(=O)NC(=S)Nc2ccc(C(=O)O)cc2)cc1	-1.1%	6.2
O=S(=O)(O)c1ccc(N=Nc2ccccc2)cc1	nt	11.7
O=[N+]([O-])c1ccccc1Oc1ccc(C(F)(F)F)cn1	2.5%	7.9
Cc1ccc2nc(SCC(=O)Nc3nonc3N)[nH]c2c1	-2.7%	-7.3
Cn1c(N)c(Br)c(-c2ccc(F)cc2)c(C#N)c1=O	-0.5%	2.5
CC1CCN(CC(O)COCCOc2ccc(Br)cc2)CC1 (stereo not given)	-2.4%	4.9
O=C(Nc1nccs1)c1cccc(S(=O)(=O)N2CCCCC2)c1	-1.5%	16.1
COc1ccc(-n2ncc3c(NC(C)C)ncnc32)cc1	-0.8%	16.1
Cc1cc(C(=O)OCC(=O)Nc2nccs2)c2ccccc2n1	nt	9.7
CCSCCOC(=O)C1=C(C)N(C)C(=O)NC1c1cc(OC)ccc1OC (stereo not given)	-3.0%	nt
Cc1cc(C)cc(C(=O)N2CCN(c3ccccn3)CC2)c1	5.3%	1.6
O=C(NNC1=NC2(CCCC2)Cc2ccccc21)c1cccnc1	-0.2%	nt
Cc1ccc(S(=O)(=O)Nc2c(C)[nH]c(=O)[nH]c2=O)cc1C	3.3%	-10.1
O=C(Cn1cc(C(F)(F)F)ccc1=O)Nc1ccc(N2CCOCC2)cc1	-3.3%	-10.0
CCCCN1C(=O)CC(N2CCOCC2)C1=O (stereo not given)	2.6%	nt
Cc1ccc(Nc2c(-c3ccc(N4CCOCC4)cc3)nc3cnccn23)cc1	-2.8%	-16.7
C[C@@]12CC(=O)NC1N(C(=O)c1cccc(C(F)(F)F)c1)C(c1ccccc1O)C2 (stereo not given in full)	0.0%	nt
N#Cc1c(NC(=O)CSc2nnnn2C2CCCCC2)sc2c1CCCC2	5.3%	1.1

Compound profiles (already shown). Order of values: M. tuberculosis GlmU | RmlCD inh 1536
O=C(NNC1=NC2(CCCC2)Cc2ccccc21)c1cccnc1 is listed with -0.2% | nt
COc1ccc(-n2ncc3c(NC(C)C)ncnc32)cc1 is listed with -0.8% | 16.1
Cc1ccc2nc(SCC(=O)Nc3nonc3N)[nH]c2c1 is listed with -2.7% | -7.3
O=C(Nc1nccs1)c1cccc(S(=O)(=O)N2CCCCC2)c1 is listed with -1.5% | 16.1
Cc1ccc(S(=O)(=O)Nc2c(C)[nH]c(=O)[nH]c2=O)cc1C is listed with 3.3% | -10.1

Following part
SMILES	M. tuberculosis GlmU	RmlCD inh 1536
O=C(COc1ccc(Cl)cc1)Nc1nnc(-c2ccc3c(c2)CCCC3)o1	-1.7%	8.5
Cc1cc(C)c(S(C)(=O)=O)c(Oc2ccc(F)cc2)n1	nt	-2.5
O=C1NCCN1Cc1ccc(Cl)cc1	-1.0%	?
CC(C)n1cc(-c2ccc(Cl)cc2)cc(C#N)c1=O	-0.3%	nt
CCOC(=O)c1ccc(N2C(=O)c3n[nH]c(-c4ccco4)c3C2c2ccc([N+](=O)[O-])cc2)cc1 (stereo not given)	6.3%	-6.9
CCOC(=O)/C(C#N)=C\c1ccc(OC)c(OC)c1	-1.6%	-11.9
COc1cccc(/C=N/Nc2ncc(C(F)(F)F)cc2Cl)c1O	0.6%	9.0
O=C(O)c1cccc2c1C(=O)N(CC1CCCO1)C2 (stereo not given)	0.3%	-5.1
O=C(c1cc([N+](=O)[O-])[nH]n1)N1CCSCC1	-1.0%	nt
Cc1ccc(-n2c(O)c(C=NCc3ccccn3)c3ccccc3c2=O)cc1	1.4%	nt
Cc1ccc2nc(SCc3ccc([N+](=O)[O-])cc3)nc(C)c2c1	-1.3%	5.8
